# Source: PubChem (Sanford-Burnham Center for Chemical Genomics)
# HKDC1 inhibitor = HKDC1 hexokinase inhibitors, primary screen, biochemical, fluorescence, uHTS; Q2TB90; recombinant HKDC1, G6PDH/diaphorase resazurin coupled fluorescence; inhibition, % at 20 µM; hit rate 0.16% among 340,000;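 active means inhibition above about 35% when tested at 20 µM, limit read from the data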;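 further: plate controls were DMSO wells with enzyme for no effect and DMSO wells lacking enzyme for full effect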
#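 Test system: Recombinant HKDC1 (HK5) hexokinase enzyme, produced in-house | Input: HKDC1 at 5 µg/mL | Buffer or medium: Tris pH 8.0 buffer with MgCl2, Tween-20, BSA, BME | Schedule: 90 min reaction incubation at room temperature, dark | Technique: Resazurin-to-resorufin fluorescence via G6PDH and diaphorase coupling, 525/613 nm | Controls: DMSO wells with and without enzyme mix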
# SENP8 block-1 = SENP8 protease inhibitors, primary screen, biochemical, luminescence; inhibition, % at 10 µM; AID 2540, 2010; Sentrin-specific protease 8 (Homo sapiens), Q96LD8; purified SENP8, Z-RLRGG-aminoluciferin cleavage; hit rate 1.2% among 330,000; in the data active means inhibition above about 50%
# Target sequence (Q96LD8 whole entry, looked up): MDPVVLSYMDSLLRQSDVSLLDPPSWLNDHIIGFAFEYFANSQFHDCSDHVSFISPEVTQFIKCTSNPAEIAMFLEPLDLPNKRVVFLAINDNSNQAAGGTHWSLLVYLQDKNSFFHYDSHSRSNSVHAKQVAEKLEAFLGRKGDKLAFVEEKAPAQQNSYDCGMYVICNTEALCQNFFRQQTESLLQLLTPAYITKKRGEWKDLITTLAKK
# UBC13 inh = UBC13 polyubiquitin chain formation inhibitors, primary screen, biochemical, TR-FRET, uHTS; Ubiquitin-conjugating enzyme E2 N (Homo sapiens), P61088; inhibition, % at 20 µM; hit rate 0.47% among 330,000; AID 485273, 2010; in the data active means inhibition above about 45%, passing the limit was not always enough
# Target sequence (P61088 whole entry, looked up): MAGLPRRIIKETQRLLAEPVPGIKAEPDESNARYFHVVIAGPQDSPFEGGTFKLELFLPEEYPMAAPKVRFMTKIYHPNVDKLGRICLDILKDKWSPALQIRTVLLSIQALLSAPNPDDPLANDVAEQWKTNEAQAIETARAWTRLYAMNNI
# SENP1 inh = human SENP1 catalytic domain inhibitors, primary screen, biochemical, FRET, uHTS; Sentrin-specific protease 1 (Homo sapiens), Q9P0U3; inhibition, % at 10 µM; AID 624204, 2012; recombinant SENP1 catalytic domain, CyPet-SUMO1-YPet FRET cleavage; hit rate 0.21% among 360,000;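 active means inhibition at least 30% at 10 µM, raw YFP signal under a set limit, fluorescence ratio 0.5 to 1.5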;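 further: 0% = enzyme with DMSO and 100% = no enzyme wells; some results filed as inactive read as strong as hits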
# Target sequence (Q9P0U3 419-644 limits assumed): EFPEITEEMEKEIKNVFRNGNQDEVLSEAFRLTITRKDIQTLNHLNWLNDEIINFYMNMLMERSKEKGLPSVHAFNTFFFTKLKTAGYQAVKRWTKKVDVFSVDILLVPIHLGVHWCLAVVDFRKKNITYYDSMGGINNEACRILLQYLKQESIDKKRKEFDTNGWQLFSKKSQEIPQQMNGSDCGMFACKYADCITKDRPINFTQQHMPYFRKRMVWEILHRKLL
#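 System: Recombinant human SENP1 catalytic domain, His6-tagged | Incubation: Enzyme reaction for 50 min at room temperature, dark | Medium: Tris pH 8 with BME, BSA, NP40 and catalase | Also added: 25 nM SUMO1 FRET substrate | Compound: 10 µM single point, 0.5% DMSO | Measured by: FRET fluorescence in CFP and YFP emission channels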
# SENP8 block-2 = human SENP8 protease inhibitors, primary screen, biochemical, fluorescence, Nedd8 protein substrate, uHTS. recombinant SENP8. hit rate 0.64% among 360,000. Sentrin-specific protease 8 (Homo sapiens), Q96LD8. AID 602440, 2012. inhibition, % at 20 µM; in the data active means inhibition mostly above about 40%, no sharp cut-off; inactive means mostly below about 27%
# SENP6 block = SENP6 protease inhibitors, primary screen, biochemical, luminescence, uHTS; Recombinant SENP6 catalytic domain, aminoluciferin luminescence; hit rate 1.8% among 330,000; Sentrin-specific protease 6 (Homo sapiens), Q9GZR1; inhibition, % at 10 µM; AID 2599, 2010;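 active means inhibition above about 50% at the single tested dose, limit read from the data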;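 further: plate controls were DMSO wells with enzyme for no effect and DMSO wells lacking enzyme for full effect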
# Target sequence (Q9GZR1 628-1112 limits assumed): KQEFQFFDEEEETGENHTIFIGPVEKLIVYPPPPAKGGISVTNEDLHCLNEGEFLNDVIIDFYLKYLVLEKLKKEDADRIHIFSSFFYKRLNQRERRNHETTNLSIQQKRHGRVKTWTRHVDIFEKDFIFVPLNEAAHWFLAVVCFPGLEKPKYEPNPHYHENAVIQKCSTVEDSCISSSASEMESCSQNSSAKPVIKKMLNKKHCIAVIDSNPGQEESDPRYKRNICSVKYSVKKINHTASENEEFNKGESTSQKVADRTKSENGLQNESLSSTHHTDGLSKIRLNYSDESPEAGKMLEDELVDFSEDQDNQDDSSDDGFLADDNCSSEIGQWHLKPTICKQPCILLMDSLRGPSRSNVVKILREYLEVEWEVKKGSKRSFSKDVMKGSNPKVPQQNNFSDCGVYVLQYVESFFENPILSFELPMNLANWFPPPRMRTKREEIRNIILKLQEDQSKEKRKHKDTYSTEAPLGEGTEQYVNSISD
# PfGluPho inh = PfG6PD enzyme inhibitors, primary screen, biochemical, fluorescence intensity, uHTS. PfGluPho enzyme, NADPH resazurin-diaphorase fluorescence. inhibition, % at 20 µM. hit rate 0.78% among 350,000. glucose-6-phosphate dehydrogenase-6-phosphogluconolactonase (Plasmodium falciparum 3D7);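 active means inhibition reaching at least a set limit at 20 µM in the primary screen, cut at about 59% in these data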;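 further: 0% = DMSO wells with substrate and 100% = DMSO wells lacking glucose-6-phosphate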
# SENP7 inh = SENP7 protease inhibitors, primary screen, biochemical, luminescence, uHTS; inhibition, % at 5 µM; recombinant SENP7, Z-RLRGG-aminoluciferin luminescence, 40 min; hit rate 1.5% among 330,000; Sentrin-specific protease 7 (Homo sapiens), Q9BQF6; AID 434973, 2010;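 active means inhibition above about 50% at the single test dose, limit read from the data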;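 further: plate controls were DMSO with enzyme for no effect and no enzyme buffer wells for full effect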
# beta cell repl = inducers of MIN6 beta-cell proliferation, primary screen, ATP luminescence, uHTS | proliferation, % at 10 µM | AID 2380, 2010 | hit rate 0.29% among 330,000 | MIN6 cells proliferation, ATPlite luminescence, 48 h; cells starved in 0.2% serum; 100% = growth in 10% serum;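 active means compounds whose signal lies at least 3.5 SD above the mean of all wells on their plate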;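 further: 0% = DMSO-treated cells in low-serum medium and 100% = 10% serum control; some compounds called inactive have numbers as strong as hits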
# * = called active by the depositor; i = inactive; / = no result given.
SMILES,HKDC1 inhibitor,SENP8 block-1,UBC13 inh,SENP1 inh,SENP8 block-2,SENP6 block,PfGluPho inh,SENP7 inh,beta cell repl
COc1ccc(OCc2nnc(SCC(=O)N3CCOCC3)o2)cc1,-9,-4,6,2,25,-1,-5,2,-3
CCOc1ccc(S(=O)(=O)NCCC(=O)N(CC)CC(=O)Nc2c(F)cccc2F)cc1,-7,-2,19,-1,10,5,0,1,1
CC(C)C(=O)O/N=C1\CCS(=O)(=O)c2sccc21,-6,0,-2,2,7,3,-9,9,-4
Cc1c(C(=O)N2CCOCC2)c(S(=O)(=O)Nc2cccc(Br)c2)c(C)n1C,3,-1,-8,3,10,3,-14,-17,-2
CC(C)C[C@@H](CNCC(=O)[C@H](CC(C)C)NC(=O)c1[nH]cnc1C(=O)N[C@H](CN)CC(C)C)NC(=O)c1nc[nH]c1C(=O)N[C@@H](Cc1ccccc1)C(=O)O,5,/,/,1,10,/,-24,/,/
O=C(c1ccccc1F)N1CCN(c2ccccc2)CC1,-6,1,-7,3,5,1,-6,-2,-1
CCN(CC(=O)Nc1ccccc1C(F)(F)F)C(=O)CN1C(=O)NC2(CCCCC2)C1=O,-8,-9,2,3,8,-18,-7,5,-2
Cc1ccc(NC(=O)c2ccc(Cl)c(S(=O)(=O)NCc3ccco3)c2)c(O)c1,-1,2,13,0,18,-8,19,-1,1
CCC(C)(C)n1nnnc1C(c1cccnc1)N1CCN(c2cccc(C(F)(F)F)c2)CC1 (stereo not given),0,-3,-3,-4,1,-28,5,-2,-3
O=C(CNC(=S)NC(=O)c1ccco1)c1ccccc1,1,-4,1,0,17,-10,-6,5,-2
COc1ccc(C2(C)NC(=O)N(CC(=O)Nc3ccc4c(c3)OCO4)C2=O)cc1OC (stereo not given),-2,-4,-1,1,6,5,-3,7,1
O=C(c1ccc(S(=O)(=O)N2CCCCCC2)cc1)N(c1ccccn1)C1CCCCC1,4,1,-1,2,23,2,9,2,-3
COc1ccc(OC)c(C2C(C#N)=C(N)Oc3cc(C)[nH]c(=O)c32)c1 (stereo not given),-1,-6,-10,3,36,-8,-24,0,-3
CCCCN(CCCC)CCNC(=O)CN1C(=O)COc2ccc(S(=O)(=O)N3CCC(C)CC3)cc21,-5,8,10,0,13,9,10,-2,0
COc1ccc2c(-c3cccnc3)cc(=O)[nH]c2c1,2,9,6,0,-112,6,8,2,2
O=C(Nc1ccc(NC(=O)c2ccc(Cl)cc2Cl)cc1)c1cccs1,-3,2,11,1,-3,15,-5,1,0
O=C(NCc1ccc2c(c1)OCO2)C1CC(c2ccc(Cl)cc2)=NO1 (stereo not given),-9,3,-4,0,14,-10,11,-4,-2
COc1cc2c(cc1NC(=O)CCC(=O)O)oc1ccccc12,3,-9,-7,2,-5,9,-5,-11,-2
Cc1ccc(C(=O)N(CC(=O)NC2CCCCC2)c2ccccc2F)s1,1,-6,-10,2,3,-17,-10,-5,1
Cc1ccc2[nH]c3c(c2c1)CCC3=O,-4,5,8,3,-272,-22,-3,0,-1
COc1ccc(OC)c(NC(=O)CSc2nc3ccccc3c(=O)n2CC2CCCO2)c1 (stereo not given),3,0,4,1,2,3,-8,2,-1
COc1cc2c(cc1NC(=O)Cc1ccc(C)cc1)oc1ccccc12,-7,4,1,-1,-12,8,14,10,-4
CC(=O)CCn1c(=O)n(CCC(C)=O)c(=O)n(CCC(C)=O)c1=O,-1,-7,-2,-2,3,-12,2,-3,1
COc1cc(C(=O)OCC(=O)NC2CC2)ccc1OCCC(C)C,-7,-6,-4,0,8,17,-9,13,3
CCNC(=O)CCn1nc(-c2ccc(Cl)cc2)c2ccccc2c1=O,0,-2,3,2,19,-17,1,9,0

# 11 of the compounds above, with bars between the fields.
SMILES | HKDC1 inhibitor | SENP8 block-1 | UBC13 inh | SENP1 inh | SENP8 block-2 | SENP6 block | PfGluPho inh | SENP7 inh | beta cell repl
COc1ccc(OCc2nnc(SCC(=O)N3CCOCC3)o2)cc1 | -9 | -4 | 6 | 2 | 25 | -1 | -5 | 2 | -3
CCOc1ccc(S(=O)(=O)NCCC(=O)N(CC)CC(=O)Nc2c(F)cccc2F)cc1 | -7 | -2 | 19 | -1 | 10 | 5 | 0 | 1 | 1
CC(C)C(=O)O/N=C1\CCS(=O)(=O)c2sccc21 | -6 | 0 | -2 | 2 | 7 | 3 | -9 | 9 | -4
Cc1c(C(=O)N2CCOCC2)c(S(=O)(=O)Nc2cccc(Br)c2)c(C)n1C | 3 | -1 | -8 | 3 | 10 | 3 | -14 | -17 | -2
CC(C)C[C@@H](CNCC(=O)[C@H](CC(C)C)NC(=O)c1[nH]cnc1C(=O)N[C@H](CN)CC(C)C)NC(=O)c1nc[nH]c1C(=O)N[C@@H](Cc1ccccc1)C(=O)O | 5 | / | / | 1 | 10 | / | -24 | / | /
O=C(c1ccccc1F)N1CCN(c2ccccc2)CC1 | -6 | 1 | -7 | 3 | 5 | 1 | -6 | -2 | -1
CCN(CC(=O)Nc1ccccc1C(F)(F)F)C(=O)CN1C(=O)NC2(CCCCC2)C1=O | -8 | -9 | 2 | 3 | 8 | -18 | -7 | 5 | -2
Cc1ccc(NC(=O)c2ccc(Cl)c(S(=O)(=O)NCc3ccco3)c2)c(O)c1 | -1 | 2 | 13 | 0 | 18 | -8 | 19 | -1 | 1
CCC(C)(C)n1nnnc1C(c1cccnc1)N1CCN(c2cccc(C(F)(F)F)c2)CC1 (stereo not given) | 0 | -3 | -3 | -4 | 1 | -28 | 5 | -2 | -3
O=C(CNC(=S)NC(=O)c1ccco1)c1ccccc1 | 1 | -4 | 1 | 0 | 17 | -10 | -6 | 5 | -2
COc1ccc(C2(C)NC(=O)N(CC(=O)Nc3ccc4c(c3)OCO4)C2=O)cc1OC (stereo not given) | -2 | -4 | -1 | 1 | 6 | 5 | -3 | 7 | 1

# Later entries.
SMILES,HKDC1 inhibitor,SENP8 block-1,UBC13 inh,SENP1 inh,SENP8 block-2,SENP6 block,PfGluPho inh,SENP7 inh,beta cell repl
C=C1C(C(=O)Nc2ccc(OCC)cc2)C1C(=O)Nc1ccc(OCC)cc1 (stereo not given),-8,-7,-11,2,-5,-13,-5,-5,-3
CC12COC3(C(=O)Nc4ccc([N+](=O)[O-])cc4)CC1CCC32C (stereo not given),-9,-11,-7,0,17,-8,19,-3,0
COC(=O)c1c(N)n(-c2ccc(NC(C)=O)cc2)c2nc3ccccc3nc12,4,5,-31,-84,i,-4,13,16,-1
O=C(O)CC1c2ccccc2CCN1S(=O)(=O)c1cccs1 (stereo not given),-4,-3,4,2,43*,-16,6,-6,0
NC1=NC(=O)/C(=C/c2cccc(-c3ccc(S(N)(=O)=O)cc3)c2)S1,-3,5,-18,0,-6,-13,0,0,-1
Cc1cccc(NC(=O)NNC(=O)c2cc(-c3ccccc3Cl)nc3ccccc23)c1,0,14,-21,2,23,-11,-24,-4,-4
Cc1nnc(SCCn2c(Br)nc3c2c(=O)[nH]c(=O)n3C)s1,11,2,7,2,13,-10,32,0,-1
CC(=O)N1CCN(c2nc3ccc([N+](=O)[O-])cc3s2)CC1,-2,3,-10,-2,16,-3,6,14,-4
O=C(CC1C(=O)NCCN1C/C=C/c1ccccc1)NCCc1ccncc1 (stereo not given),-5,6,-8,-3,2,-9,8,-5,2
Cc1ncoc1C(=O)NC1CC(C)(C)Cc2c1cnn2-c1ccccc1 (stereo not given),4,4,-1,3,4,-6,11,2,0
CC(=O)Cc1nsc(NC(=O)c2ccc(-c3ccc(Cl)c(Cl)c3)o2)n1,-1,2,5,2,-192,7,2,0,0
O=C(CSc1ccc(-c2cccs2)nn1)N1CCCCC1,10,-6,5,1,-1,6,-3,4,2
O=C(Nc1ccc(N2CCCCCC2)cc1)c1cccc(S(=O)(=O)N2CCOCC2)c1,3,-15,-5,1,16,-12,25,-9,-5
S=C(NCc1cccs1)Nc1cccc(Cl)c1Cl,-9,-9,-8,0,0,-7,3,1,0
Cc1noc(C)c1NC(=O)N(C)C[C@H]1Oc2ccc(NS(=O)(=O)c3ccc(F)cc3)cc2C(=O)N([C@H](C)CO)C[C@@H]1C,-6,3,9,0,5,8,3,1,0
C/C=C/c1ccc(OCCCCOc2ccc(OC)cc2)c(OC)c1,-3,1,7,1,11,-12,8,4,0
Cc1ccc(Nc2nc(N)nc(COC(=O)c3ccc(Br)o3)n2)cc1,-2,-13,5,-1,-6,-8,19,-9,1
Cc1ccsc1C(=O)NNC(=O)COc1ccc(Br)cc1,-4,-5,1,-1,-4,7,7,2,-1
O=C(CSc1ncnc2c1sc1ccccc12)Nc1ccc(Br)cc1,-5,-3,-18,-1,-11,-9,10,2,-1
CCOC(=O)[C@H](CCc1ccccc1)N[C@@H](C)C(=O)N1C(C(=O)O)C[C@@H]2CCC[C@@H]21 (stereo not given in full),-2,-2,-10,-2,9,-5,1,11,-2
CC1CCCC(C)N1S(=O)(=O)c1ccc(NC(=O)CCN2C(=O)C3CC=CCC3C2=O)cc1 (stereo not given),-4,2,4,-4,10,-27,9,-6,-4
O=C(c1cccs1)N1CCN(C(=O)c2cccs2)C1=S,-4,/,/,3,17,/,1,/,/
CCOc1cc(C2Nc3ccccc3NC3=C2C(=O)CC(C)(C)C3)ccc1O (stereo not given),16,2,-6,4,15,8,32,2,-3
CCOC(=O)C1CCCN(C(=S)Nc2cccc(Cl)c2)C1 (stereo not given),-8,-5,-5,2,0,-17,-2,1,0
O=C(CCC(=O)N1CCOc2ccccc21)Nc1ccccc1Br,-4,-5,11,2,14,0,-4,8,3
CN(CC(=O)NCCc1ccc(S(N)(=O)=O)cc1)CC(=O)Nc1ccc(Cl)c(C(F)(F)F)c1,-3,/,/,-1,14,/,-8,/,/
CCN(c1ccccc1)S(=O)(=O)c1cc(C(=O)O)ccc1C,1,4,8,0,34,-6,-28,10,0
CCC(C)[C@H](NC(=O)NCc1ccco1)C(=O)O (stereo not given in full),-6,1,1,1,9,-14,-2,-3,-2
CCOc1ccccc1NC(=O)/C(C#N)=C/c1c(C)nn(-c2ccc(F)cc2)c1Cl,-2,12,2,4,36,19,-14,4,-5
O=C(COC(=O)c1cc(Br)ccc1Cl)NC1CCCC1,-5,2,20,4,14,-5,-4,-2,-3

# Reformatted bar-delimited: part of the list above.
structure | HKDC1 inhibitor | SENP8 block-1 | UBC13 inh | SENP1 inh | SENP8 block-2 | SENP6 block | PfGluPho inh | SENP7 inh | beta cell repl
COc1ccc(C2(C)NC(=O)N(CC(=O)Nc3ccc4c(c3)OCO4)C2=O)cc1OC (stereo not given) | -2 | -4 | -1 | 1 | 6 | 5 | -3 | 7 | 1
COc1ccc(OCc2nnc(SCC(=O)N3CCOCC3)o2)cc1 | -9 | -4 | 6 | 2 | 25 | -1 | -5 | 2 | -3

# Random draw from the library, and some 4% of all compounds hit somewhere here.
